Compound activity (PubChem BioAssay)
FLuc inh counter: counter-screen for luciferase assay inhibitors: firefly luciferase inhibition. P08659. ATPLite firefly luciferase biochemical luminescence, 10 min. 200,000 tested, 1.5% active. inhibition, % at 10 µM;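 active = inhibition above about 50% when tested at 10 µM, limit read from the data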
Target sequence (P08659 whole entry, looked up): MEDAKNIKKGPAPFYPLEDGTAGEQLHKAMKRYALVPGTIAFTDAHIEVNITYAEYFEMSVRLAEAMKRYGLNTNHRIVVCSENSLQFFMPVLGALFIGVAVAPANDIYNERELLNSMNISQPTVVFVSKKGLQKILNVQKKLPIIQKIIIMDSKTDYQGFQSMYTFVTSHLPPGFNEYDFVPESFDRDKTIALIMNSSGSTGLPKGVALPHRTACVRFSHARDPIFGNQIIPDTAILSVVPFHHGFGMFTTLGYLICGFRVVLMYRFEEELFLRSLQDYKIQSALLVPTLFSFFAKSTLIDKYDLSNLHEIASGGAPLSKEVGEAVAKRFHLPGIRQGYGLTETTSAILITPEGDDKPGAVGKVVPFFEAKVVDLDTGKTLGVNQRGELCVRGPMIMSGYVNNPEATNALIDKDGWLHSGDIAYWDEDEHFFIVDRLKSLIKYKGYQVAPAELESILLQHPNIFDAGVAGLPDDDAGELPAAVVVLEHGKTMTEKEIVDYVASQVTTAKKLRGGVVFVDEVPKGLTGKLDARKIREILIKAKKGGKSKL
STAT3 inh: inhibitors of IL-6 induced STAT3 signaling | U3A cells, IL-6 STAT3-luciferase reporter, luminescence; host cell line lacks STAT1 | AID 862 | 190,000 tested, 0.89% active | inhibition, % at 5.5 µM;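 active = inhibition above the mean inhibition across all screened compounds plus 3 SD, cut at about 44% in these data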;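 also: 0% = DMSO only wells and 100% = 100 µM nifuroxazide control wells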
RAM inhibit: blocks the yeast RAM network; S. cerevisiae dse1pr::URA3 reporter, 5-FOA growth OD615, 2 d; analog-sensitive cbk1-as2 kinase mutant strain; inhibition, % at 50 µM; 190,000 tested, 1.8% active; AID 868;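 active = inhibition above a set limit, 3 SD over mean compound inhibition, cut at about 8.4% in these data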;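 also: 0% = DMSO-only wells with no growth and 100% = 10 µM 1-NA-PP1 full growth; inhibition rescues growth on 5-FOA so higher OD means more RAM inhibition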
STAT1 act: increases IFN-gamma driven STAT1 reporter signal; 200,000 tested, 2.6% active; NIH 3T3 STAT1-luciferase reporter, luminescence; 100% = IFN-gamma alone, no compound; activation (% of control), % at 5.5 µM; AID 932;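 active = activation above the screen-wide mean activation plus 3 SD, cut at about 130% in these data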;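 also: raw ratio to IFN-gamma control signal so 100% means no change and 0% no light; values of inactives mirror those of a sister screen read the other way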
APP 5'UTR act: APP 5'UTR luciferase reporter activation | SH-SY5Y APP 5'UTR luciferase reporter, luminescence; zero percent = DMSO vehicle wells | activation, % at 2 µM | 190,000 tested, 1% active;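 active = activation above a set limit, based on mean plus 3 SD of controls, cut at about 140% in these data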; also: values of inactives mirror those of a sister screen read the other way
APP transl inh: APP translation inhibition; SH-SY5Y APP 5'UTR-luciferase reporter, luminescence; inhibition, % at 2 µM; 190,000 tested, 0.82% active;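 active = inhibition above a set limit, derived from the sample mean plus 3 SD, cut at about 45% in these data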; also: values of inactives mirror those of a sister screen read the other way
STAT3 act: activators of IL-6 induced STAT3 signaling; U3A cells, IL-6 STAT3-luciferase reporter, luminescence; 100% = signal with IL-6 EC80 alone; 190,000 tested, 0.91% active; activation (% of control), % at 5.6 µM; AID 871;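 active = activation above the screen-wide mean of compound activation plus 3 SD, cut at about 130% in these data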;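 also: 0% = background luminescence of wells with medium and substrate only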
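Detection: reporter luminescence signal / Assay system: STAT1-lacking human U3A cells, STAT3 luciferase reporter / Incubation: compound pre-incubation 1 h before IL-6, then 6 h stimulation at 37 °C / Control set: IL-6-only high control / Read-out: % activation relative to IL-6 control / Probe or stimulus: Interleukin-6, 33 ng/mL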
NF-kB expr up: compounds increasing NF-kB expression in human neuronal cells; fold change at 12.5 µM; 190,000 tested, 1.6% active; NF-kB reporter expression; stronger effect = higher value; in the data active = fold change above about 3.3
Hsp70 activator: transcriptional activators of Hsp70. HeLa Hsp70 promoter luciferase reporter, luminescence; scaled: vehicle 0, proteasome-inhibitor control 100%. activation, % at 10 µM. 200,000 tested, 0.04% active;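 active = activation above the mean across all tested compounds plus 3 SD, cutoff set per campaign, cut at about 5.5% in these data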;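 also: 100% = MG132 at 30 µM as the positive control and 0% = DMSO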
STAT1 blocker: STAT1 signaling inhibition. NIH 3T3 STAT1-luciferase reporter, IFN-gamma, luminescence. inhibition, % at 5.5 µM. 200,000 tested, 0.35% active;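 active = inhibition above a set limit, the mean inhibition across all tested compounds plus 3 SD, cut at about 34% in these data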;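 also: 0% = IFN-gamma with DMSO and 100% = IFN-gamma with 300 µM nifuroxazide; values of inactives mirror those of a sister screen read the other way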
* hit, by the source's call; . = no result given.

mol	FLuc inh counter	STAT3 inh	RAM inhibit	STAT1 act	APP 5'UTR act	APP transl inh	STAT3 act	NF-kB expr up	Hsp70 activator	STAT1 blocker
Cc1cc(C#N)c(C)n1-c1cc(S(=O)(=O)N2CCOCC2)ccc1N1CCCC1	-6	8	3.9	95	8	-8	93	0.94	-0.2	5
Cc1cc(C)c2cc(CN(CCO)Cc3nnnn3Cc3ccc(F)cc3)c(=O)[nH]c2c1	-7	6	1.2	104	-1	1	98	0.87	-0.2	-4
COC(=O)c1sccc1N/N=C(\C)c1ccc(F)c(Cl)c1	-4	-4	7.4	99	-2	2	101	1.3	0.1	2
CC1=[N+](C)N(c2ccccc2)C(=O)C1N=Cc1c(Cl)cccc1Cl (stereo not drawn)	-1	4	-0.5	99	-2	2	93	0.95	-0.4	1
O=C(N[C@@H](Cc1ccccc1)C(=O)O)c1ccc(C(F)(F)F)cc1	5	.	2.2	112	12	-12	.	1.1	-0.3	-11
COc1ccc(N2CCN(C(=O)CSc3nc4[nH]ncc4c(=O)n3-c3ccc(Br)cc3)CC2)cc1	0	4	3.5	80	-2	2	98	3.3*	-0.3	20
COc1ccccc1CNC(=O)C1CCC(CNc2c(N3CCOCC3)c(=O)c2=O)CC1 (stereo not drawn)	-2	8	0.7	103	19	-19	97	0.97	0.1	-3
CC1CN(S(=O)(=O)c2cccc(C(=O)Nc3ccc4c(c3)CCC4)c2)CC(C)O1 (stereo not drawn)	-1	8	2.9	99	21	-21	92	1.1	-0.2	2
Cn1c(CN2CCCC2)nc2cc(NC(=O)c3ccc(Cl)cc3)ccc21	6	22	-0.5	146*	38	-38	89	1.3	0.0	-52
CC(C)(C)n1nnnc1C(c1ccc2ncccc2c1)N1CCSCC1 (stereo not drawn)	-10	4	1.7	93	3	-3	100	1	-0.2	8
Cc1ccc([N+](=O)[O-])cc1NCC(=O)NN	-1	2	-0.1	99	16	-16	98	1.1	-0.3	1
CN1C2CCC1/C(=C/c1cccn1C)C(=O)/C2=C\c1cccn1C	4	10	1.6	97	12	-12	95	0.97	-0.2	3
CCc1cccc(OCCCn2ccnc2)c1	-4	15	-0.1	100	-12	12	94	0.9	-0.2	0
Cc1cccc(C(=O)Nc2nnc(Cc3c[nH]c4ccccc34)s2)c1	-6	-65	5.5	95	-4	4	157*	1.1	-0.4	5
COc1cc2c(cc1NC(=O)Nc1cccc(C)c1)oc1ccccc12	-6	32	3.5	98	14	-14	77	1.1	-0.2	2
O=S(=O)(NCCc1ccccn1)c1cccs1	-6	-10	0.2	101	-8	8	112	0.99	0.0	-1
CN(C)c1ccc(/C=N/NC(=O)COc2ccccc2)cc1	31	-1	2.4	110	12	-12	103	1.4	0.2	-12
Cc1noc(C)c1CSc1nc2ccccc2n1CCc1ccccc1	-10	7	1.5	85	-8	8	98	0.92	-0.3	16
CC(O)/C=C/c1ccc2ccccc2n1 (stereo not drawn)	14	-1	0.5	112	10	-10	105	2.6	0.0	-12
Cc1nonc1CN(C)C(=O)CC1C(=O)NCCN1Cc1cccc(C(F)(F)F)c1 (stereo not drawn)	-4	-3	1.7	102	2	-2	105	1.2	1.4	-4
CC1(C)NC(=O)N(CC(O)COc2ccccc2C(=O)N2CCCCC2)C1=O (stereo not drawn)	-3	-3	0.4	97	-11	11	106	0.88	0.0	3
COc1ccccc1CNCC(O)(c1ccc(Cl)cc1)c1ccc(Cl)cc1	-5	7	0.3	100	2	-2	101	1.1	-0.2	-1
CCCN1C(=O)COc2ccc(C(=O)c3ccccc3C(=O)O)cc21	-6	1	0.7	119	13	-13	104	1.2	-0.1	-24
CCCCOC(=O)C(C)Oc1ccc(=O)n(-c2ccccc2)n1 (stereo not drawn)	-4	13	-1.8	99	12	-12	96	1.1	0.0	1
CCOC(=O)c1ccccc1NC(=O)c1ccc(Cl)c(S(=O)(=O)N2CCOCC2)c1	.	26	.	95	15	-15	82	.	-0.3	5

Single records, from the list above:
O=C(N[C@@H](Cc1ccccc1)C(=O)O)c1ccc(C(F)(F)F)cc1 as listed: FLuc inh counter: 5; STAT3 inh: .; RAM inhibit: 2.2; STAT1 act: 112; APP 5'UTR act: 12; APP transl inh: -12; STAT3 act: .; NF-kB expr up: 1.1; Hsp70 activator: -0.3; STAT1 blocker: -11
COc1cc2c(cc1NC(=O)Nc1cccc(C)c1)oc1ccccc12 as listed: FLuc inh counter: -6; STAT3 inh: 32; RAM inhibit: 3.5; STAT1 act: 98; APP 5'UTR act: 14; APP transl inh: -14; STAT3 act: 77; NF-kB expr up: 1.1; Hsp70 activator: -0.2; STAT1 blocker: 2

Following part
mol	FLuc inh counter	STAT3 inh	RAM inhibit	STAT1 act	APP 5'UTR act	APP transl inh	STAT3 act	NF-kB expr up	Hsp70 activator	STAT1 blocker
O=C(Oc1ccc(F)cc1C(=O)/C=C/c1cccs1)c1cccc([N+](=O)[O-])c1	-5	-22	5.4	116	-43	43	123	4.5*	12*	-18
CCOC(=O)c1c(NC(=O)CNC2CCCCC2)sc(C)c1C	-4	-4	-0.5	100	-5	5	105	1.1	0.0	-2
CCOC(=O)c1c(C)c(C(=O)NC(C)COC)c(C)n1C (stereo not drawn)	-9	8	0.8	103	-6	6	97	1.3	-0.3	-5
CCOC(=O)C1(Cc2cccc(OC)c2)CCN(Cc2cnc(SC)nc2)CC1	0	0	-0.1	101	8	-8	105	0.94	-0.3	-4
Cc1ccc(CN2CCN(CC(=O)NC(C)c3ccc4c(c3)OCCO4)C2=O)cc1 (stereo not drawn)	2	7	0.6	93	-1	1	102	0.87	-0.3	8
CCc1cc2c(=O)n(Cc3ccco3)c(SCC(=O)NC3CCS(=O)(=O)C3)nc2s1 (stereo not drawn)	1	-8	3.9	101	11	-11	109	0.96	0.1	-2
COC(=O)Cc1c(C)nc2nc(NCc3ccc(Cl)cc3)[nH]n2c1=O	3	3	2.1	93	-4	4	99	1.3	0.2	7
CCn1c(SCC(=O)Nc2cc(OC)ccc2OC)nnc1C1CCCCC1	3	0	-0.6	94	1	-1	104	0.82	0.3	7
O=C1CC(c2ccc(Cl)cc2)CC(=O)C1CS(=O)(=O)c1ccccc1 (stereo not drawn)	-9	6	0.6	106	19	-19	99	0.99	0.0	-6
O=C(C1CCC1)N1CCc2cc(S(=O)(=O)N3CCc4ccccc4C3)ccc21	.	8	.	98	-10	10	96	.	0.2	2
COC(c1ccccc1)c1c(-c2ccccc2)nn(C)c1Cl (stereo not drawn)	-1	1	3.5	92	.	.	104	0.94	0.4	9
Cc1ccc(OCCCC(=O)Nc2ccc3c(c2)OCO3)cc1	-2	8	1.0	100	-6	6	102	1.2	-0.5	0
O=C(CSCC(=O)N1CCCCC1)Nc1nc(-c2ccc(Cl)s2)cs1	-6	7	2.5	114	3	-3	102	1.6	0.4	-15
Cc1nn(-c2ccccc2)c2c1P(=O)(O)/C(=C1\N(C)c3ccccc3C1(C)C)C=N2	-5	-6	0.5	95	-21	21	107	1.1	-0.1	5
Cc1sc(NC(=O)c2ccco2)c(C(c2ccncc2)N2CCOCC2)c1C (stereo not drawn)	-2	3	1.9	103	-1	1	99	0.72	-0.4	-3
Cc1ccc(/C=C/C(=O)c2ccccc(=O)c2O)c(C)c1	28	6	2.4	102	-12	12	98	1.4	-0.4	-2
CCn1c(SCC(=O)N2CCCCC2C)nc2ccsc2c1=O (stereo not drawn)	-8	9	0.8	88	-7	6	96	0.78	-0.4	13
O=C(CN1CCN(CCO)CC1)Nc1ccccc1	-4	2	6.7	104	-1	1	101	1.3	0.1	-4
O=C(O)CCCCNS(=O)(=O)c1ccc(Cl)c(C(F)(F)F)c1	0	4	0.4	107	-5	5	100	0.98	-0.1	-7
COc1ccccc1CN=C1Nc2ccccc2CS1	2	26	2.0	126	50	-50	84	2.5	1.3	-28
NNc1ccccc1C(F)(F)F	-3	0	0.9	112	23	-23	102	1.4	0.8	-14
CCCNC(=O)c1c(NC(=O)C2COc3ccccc3O2)sc2c1CCCC2 (stereo not drawn)	-10	1	5.6	100	-10	10	101	1.5	0.2	2
O=C(CCN1C(=O)C2CCCCC2C1=O)NNC(=O)c1cccc(Cl)c1 (stereo not drawn)	-4	6	-0.4	100	-11	11	98	1.1	-0.2	-1
O=C(Nc1cccc2ccccc12)N1CCN(c2ncccn2)CC1	3	9	1.1	105	15	-15	100	0.92	-0.1	-5
CCO/C(C)=N/n1c2nc3ccccc3nc2c2c(=O)n(C3CCCC3)c(C)nc21	-9	11	2.0	99	7	-7	94	0.47	0.1	1
COc1ccccc1N1CCN(Cc2ccc(OC)c(OC)c2OC)CC1	-5	22	-0.3	103	9	-9	84	1.1	-0.1	-3
COc1cc(NC(=O)c2cc(C)nc3ccccc23)cc(OC)c1	-2	0	0.2	100	-3	3	104	1.2	-0.3	-1
CCc1nnc(NC(=O)[C@@H](NC(=O)c2ccc(C(C)(C)C)cc2)C(C)C)s1	3	-5	1.1	100	-3	3	106	0.96	0.0	-1
COc1cc2c(cc1OC)CN(S(=O)(=O)c1ccc3c(c1)OCCO3)CC2	-7	-2	2.2	94	-5	5	107	1.1	-0.4	7
O=C(Cc1ccc(Cl)cc1)NCC(=O)N1CCCCC1	0	7	-0.7	102	15	-15	96	1.1	-0.4	-4
C=CCc1cccc(/C=N/c2ncn[nH]2)c1O	-1	9	0.6	97	-3	2	97	1.2	-0.4	3
CC1(C)CC(NC(=O)CCc2ccccc2)CC(C)(C)N1	-10	9	0.8	102	0	0	94	1.1	-0.3	-2
O=C(NC(Cc1ccc(O)cc1)C(=O)O)c1ccco1 (stereo not drawn)	-2	1	0.5	90	0	0	101	1.4	-0.4	11
COc1ccc(CN2CC(=O)N(c3ccc(C)c(C)c3)C2=S)cc1OC	-6	-4	3.0	105	-16	16	108	0.88	-0.4	-3
Cc1ccc(-c2nn(-c3ccccc3)cc2/C=N/NC(=O)c2ccc3c(c2)OCO3)cc1	-2	16	0.4	115	-5	5	87	1	0.3	-16
Fc1ccc(COc2ccc(Br)cc2CNCc2ccncc2)cc1	-6	16	0.9	102	30	-30	93	0.86	0.4	-3
O=C(CCc1nc2ccccc2c(=O)[nH]1)OCc1ccc(Cl)cc1Cl	-4	4	1.7	95	9	-9	101	1	0.0	5
O=C(O)C1CCC(=O)N1Cc1ccccc1Cl (stereo not drawn)	-2	1	2.4	99	15	-15	103	0.97	-0.3	-1
COc1cc2c(cc1OC)-c1cc(OCc3ccccc3Cl)nc(=O)n1CC2	-3	-14	7.2	103	-4	4	118	0.57	-0.3	-4
C=CC[C@@H]1C=C[C@H](O/N=C/[C@@H](NS(=O)(=O)c2ccc(C)cc2)[C@H](C)/C=C/CC(=O)OC)[C@@H](CO)O1	-6	-10	0.1	103	-1	1	106	1.2	-0.2	-3
O=c1[nH]c2ccc(S(=O)(=O)N3CCCCC3)cc2[nH]c1=O	-7	0	2.6	94	16	-16	103	1.1	0.0	5
Cc1nc2ccccc2c2c1C(=O)N(c1ccc(C(=O)O)cc1)C2=O	-3	4	1.2	111	26	-26	99	1.2	-0.2	-13
O=C(CSc1ccncc1)Nc1ccc(S(=O)(=O)Nc2nccs2)cc1	-1	5	1.8	98	3	-3	100	1.1	-0.2	-1
CC(=O)c1cccc(CN2CCCC(CCC(=O)NCc3ccc(C)o3)C2)c1 (stereo not drawn)	-3	10	-0.9	94	-6	6	93	1.2	0.1	5
